CCT modulator – changes cytosolic chaperonin activity. actives 0.3% (n = 360,000). purified chaperonin ATPase assay, HTRF ADP detection, 30 min. AID 651819. activity change, % (no concentration beside the values), hits read low; in the data active = activity change below about -30%; also: % is scaled to controls: 0 for no effect and ±100 for the full control effect
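Enzyme 40 or 20 nM (batch-dependent) in Tris pH 7.4/KCl/MgCl2/DTT; cpd 76 uM single point; ATP 10 uM; 30 min 37 °C; Transcreener ADP HTRF detection, 30 min RT; ratio 665/615.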
TGFb SMAD3 inh – inhibitors of TGF-b signaling; HepG2 CAGA-GFP TGF-b/SMAD3 reporter, GFP fluorescence, 18 h; TGF-beta stimulated, 500 pg/mL final; Potency, µM (titrated, usually from 46.1 µM), without a hit: at the top dose activity, negative = inhibition, usual class: inhibitors; actives 1.2% (n = 410,000); also: potency is read from the fitted curve at half-maximal effect; % is scaled to controls: 0 for no effect and ±100 for the full control effect; nearly all actives have a fitted effect of over 65% in size
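Using HEPG2 CAGA-GFP reporter cells at 1000 cells/well, we pinned test compounds, stimulated with recombinant TGF-beta (500 pg/mL final) and measured total well GFP after 18 h.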
MmCpn inh – blocks the Methanococcus maripaludis chaperonin Mm-Cpn | purified Mm-Cpn ATPase, ADP Transcreener TR-FRET | Potency, µM (doses to about 76.9 µM), inactives show at the highest dose activity, negative = inhibition, actives largely listed as inhibitors | actives 0.031% (n = 330,000); also: potency is read from the fitted curve at half-maximal effect; % is scaled to controls: 0 for no effect and ±100 for the full control effect; nearly all actives have a fitted effect of over 80% in size
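Purified archaeal Mm-CPN (25nM final) preincubated 10 min at 37degC with compound, then 10uM ATP for 30 min at 37degC; ADP measured by HTRF Transcreener TR-FRET; buffer 30 mM TRIS pH 7.4, 100mM KCl, 5mM MgCl2, 1mM DTT.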
Nrf2 block – Nrf2 pathway inhibition; AID 504444; Potency, µM (doses to about 46 µM), for the others: at the top dose activity change, negative = inhibition, actives largely listed as inhibitors; A549 ARE-Fluc reporter, luciferase luminescence, 18-24 h; actives 2.1% (n = 360,000); also: potency is read from the fitted curve at half-maximal effect; % is scaled to controls: 0 for no effect and ±100 for the full control effect; nearly all actives have a fitted effect of over 60% in size
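Concentration-response testing used A549 ARE_Fluc cells at 5000 cells/well. Following an 18-24 h compound incubation, viability was read by fluorescence (Ex 405/Em 525) and luciferase output by luminescence.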
Nrf2 ARE act – Nrf2 pathway activation; AREc32 ARE-luciferase reporter (MCF7-derived line), luminescence, 24 h; Potency, µM (titrated, usually from 46.1 µM), inactives show top-dose activation, most hits filed as activators; actives 0.31% (n = 410,000); AID 624171; also: potency is read from the fitted curve at half-maximal effect; % of control where 0% means no effect; nearly all actives have a fitted effect of over 65% in size
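Luminescent ARE reporter assay in AREc32_Fluc cells: overnight plating at 37 deg C, 24 hr compound incubation, Steady-Glo added, 30 min RT before reading.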
A549 viability – counter-screen for Nrf2 inhibitors: cytotoxicity in A549 cells. AID 504648. A549 ARE-Fluc cells, CellTiter-Fluor viability, 18-24 h. actives 0.16% (n = 390,000). Potency, µM (series often up to 46 µM), without a hit: at the top dose activity change, negative = cytotoxicity, hits mostly inhibitors; also: potency is read from the fitted curve at half-maximal effect; % is scaled to controls: 0 for no effect and ±100 for the full control effect
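Cytotoxicity counterscreen: CellTiter-Fluor fluorescence was measured in A549 ARE_Fluc cells after 18-24 h of compound exposure in a concentration series. The subsequent BugLite luminescent read reports ARE-luciferase activity.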
Akt phos inh – Akt phosphorylation inhibition; Neuro2A IGF-stimulated pAkt S473 HTRF, 20 min; stronger effect = lower value; activity change, % for hits at 50 µM; actives 0.32% (n = 360,000); AID 651550; in the data active = activity change below about -80%; inconclusive = mostly about -51% to -80%; also: % is scaled to controls: 0 for no effect and ±100 for the full control effect
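Neuro2A cells (4,500/well, DMEM with 0.5% FBS) were treated with compound at a single 50 µM final concentration, stimulated with 6 nM IGF for 20 min at 37 °C, and lysed. Phospho-Akt Ser473 was read by HTRF as 665/615 ratio ×10^4.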
Abeta yeast res – A-beta toxicity reversal in yeast; Potency, µM (highest dose often 46.1 µM), without a hit: at the top dose growth rescue, hits mostly activators; actives 0.063% (n = 410,000); yeast expressing A-beta42, growth rescue, OD600, 48 h; response scale: 0% DMSO, 100% iron-clioquinol control; also: potency is read from the fitted curve at half-maximal effect; nearly all actives have a fitted effect of over 55% in size
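Yeast A-beta toxicity model in growth medium with pinned compounds, 48 h at 30 C; growth read as absorbance at 600 nm. Normalized to FeCl3/clioquinol equimolar mix (positive) and DMSO (negative).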
HepG2 viability – counter-screen for TGF-b inhibitors: cytotoxicity in HepG2 cells; HepG2 CAGA-GFP viability, ATP luminescence, 18 h; Potency, µM (series often up to 46.1 µM), without a hit: top-dose activity change, negative = cytotoxicity, actives largely listed as cytotoxic; actives 0.76% (n = 410,000); AID 588856; also: potency is read from the fitted curve at half-maximal effect; some results filed as inactive show a strong effect at the top dose
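CellTiter-Glo luminescence gave cytotoxicity after 18 hours at 37 degrees C. The cells were HepG2 CAGA-GFP in 1% FBS DMEM, stimulated with 500 pg/mL TGF-beta after compound addition. %Activity was normalised to no-cell wells (complete cell-killing) and DMSO (no toxicity), and curves were fitted and classified.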
Active calls of the source: *; i = inactive; ? = inconclusive; nt = no result given; & = joins results of further samples; [ ] = remark or other dose. Unless noted, calls follow the shape of the dose curve; as a rule, active = well fitted curve in the direction sought with a large enough effect; inconclusive = small, poorly fitted or top-dose-only effect, or another doubt; inactive = no such curve, though single readings can be large; an effect the other way counts as inactive or inconclusive.

Field names – A = CCT modulator; B = TGFb SMAD3 inh; C = MmCpn inh; D = Nrf2 block; E = Nrf2 ARE act; F = A549 viability; G = Akt phos inh; H = Abeta yeast res; I = HepG2 viability
1) CCCc1c(NC(=O)Nc2ccc(F)cc2)cnn1-c1ccccc1
  A: 0.7 | B: -28% | C: -1% | D: ? | E: 0.6% | F: 1% | G: i | H: -9% | I: -34%
2) C=CCSc1nc2ccccc2n1S(=O)(=O)c1ccc(Cl)cc1
  A: 0.1 | B: ? | C: nt | D: nt | E: 0.3% | F: -8% | G: i | H: 11%[9.22 µM] | I: 2%
3) Cc1ccc(NC(=O)CC2NCCN(Cc3ccccc3)C2=O)cc1 (stereo not drawn)
  A: -0.9 | B: -6% | C: -1% | D: -2% | E: -0.4% | F: 1% | G: i | H: 8% | I: 18%
4) O=C(CC1NCCc2ccccc21)Nc1ccc(Oc2ccccc2)cc1 (stereo not drawn)
  A: -0.9 | B: 6% | C: -7% | D: 0% | E: -0.8% | F: 0% | G: i | H: 0% | I: -7%
5) CCN(CC)S(=O)(=O)c1ccc(-c2csc(C)n2)s1
  A: -0.3 | B: -1% | C: 7% | D: 1% | E: 0.9% | F: 1% | G: i | H: 18% | I: -3%
6) CC(C)NC(=O)N(C)C[C@H]1Oc2ccc(NC(=O)Cn3cnnn3)cc2C(=O)N([C@H](C)CO)C[C@@H]1C
  A: -1.0 | B: -19% | C: -2% | D: 9% | E: -0.3% | F: 5% | G: i | H: 7% | I: -4%
7) CCOC(=O)c1ccc(N2CCOCC2)c(NC(=O)c2c(-c3ccccc3)noc2C)c1
  A: 1.0 | B: 7% | C: 0% | D: -2% | E: 0.0% | F: -7% | G: i | H: 8% | I: 1%
8) O=C(O)C1CC=CCC1C(=O)NCCc1cccc(Cl)c1 (stereo not drawn)
  A: 0.3 | B: 44%[activator] | C: 2% | D: nt | E: 0.5% | F: 11% | G: i | H: 1% | I: 19%
9) CC(=O)Nc1ccc(SC[C@H](CC(C)C)N2CCN(CCc3ccccc3)CCC2=O)cc1
  A: -1.1 | B: 0% | C: -1% | D: ? | E: 7.0% | F: -29% | G: i | H: -2% | I: -12%
10) O=C(O)c1ccc(Nc2nc(-c3ccccc3)cs2)cc1
  A: -0.4 | B: -8% | C: 0% | D: ? | E: -0.6% | F: -3% | G: i | H: -4% | I: -1%
11) CCN(CC(=O)Nc1c(F)cccc1F)C(=O)c1ccc(S(=O)(=O)N(CC)c2ccccc2)cc1
  A: -3.7 | B: 1% | C: nt | D: -22% | E: -1.3% | F: 3% | G: i | H: -8% | I: 7%
12) O=C(Cn1ncc2c([nH]c3ccccc32)c1=O)Nc1ccc(CN2CCCCC2)cc1
  A: 0.6 | B: -12% | C: -19% | D: -15% | E: 0.2% | F: -3% | G: i | H: -12% | I: -62%
13) CCCC(=O)NCCCCNC(=O)CCC
  A: -1.3 | B: 0% | C: 0% | D: -12% | E: 1.9% | F: -3% | G: i | H: -1% | I: 1%
14) Cc1ccc(NC(=O)c2ncn[nH]2)cc1
  A: 0.8 | B: -1% | C: -8% | D: ? | E: -0.1% | F: 1% | G: i | H: 2% | I: 11%
15) CN1CCN(C(c2cccc(Cl)c2)c2ccccc2Cl)CC1 (stereo not drawn)
  A: -1.4 | B: ? | C: 1% | D: -8% | E: 1.5% | F: -1% | G: i | H: 16% | I: -39%
16) CCOCc1nc(N)[nH]c(=O)c1Cc1ccc(OC(C)C)cc1
  A: 0.2 | B: 13% | C: 0% | D: 4% | E: -0.6% | F: -4% | G: i | H: 16% | I: -2%
17) Cc1ccc(NC(=O)CSc2nnc(C3COc4ccccc4O3)o2)c(Cl)c1 (stereo not drawn)
  A: -4.1 | B: -1% | C: 4% | D: 0% | E: 0.0% | F: 2% | G: i | H: 5% | I: 0%
18) COc1ccc(N2CCN(C(=O)c3ccc(CS(=O)c4cccc(C)c4)o3)CC2)cc1 (stereo not drawn)
  A: 1.3 | B: -17%&-33% | C: -3% | D: -21%&-24% | E: 0.5%&-0.7% | F: -14%&-11% | G: i | H: 13%&6% | I: -10%&-27%
19) Cn1nc(-c2ccc(C(=O)N3CCN(CCO)CC3)cc2)c2ccccc2c1=O
  A: -4.0 | B: -26% | C: -3% | D: 9% | E: 2.7% | F: -1% | G: i | H: 1% | I: 4%
20) Cc1ccc(Cn2nc(C)c(NC(=O)CCCn3nc([N+](=O)[O-])c(Cl)c3C)c2C)cc1
  A: 1.4 | B: 3% | C: -2% | D: ? | E: -0.2% | F: -14% | G: i | H: 4% | I: -5%
21) CCOc1cc(S(=O)(=O)NCc2ccccc2)ccc1Br
  A: 1.2 | B: 9% | C: 2% | D: -5% | E: 2.6% | F: -4% | G: i | H: 21% | I: 4%
22) O=C(COc1cc(F)ccc1[N+](=O)[O-])N1N=C(c2cccs2)CC1c1ccco1 (stereo not drawn)
  A: 0.9 | B: -5% | C: -18% | D: -2% | E: 6.7% | F: -4% | G: i | H: 9% | I: 0%
23) COCCNC(=O)CN1C(=O)NC2(CCOc3ccccc32)C1=O (stereo not drawn)
  A: 1.6 | B: 25% | C: 5% | D: 3% | E: 0.3% | F: 3% | G: i | H: -25% | I: -12%
24) COc1ccc(CNc2nc3c(-c4ccccc4)nnn3c3ccccc23)cc1
  A: nt | B: -23% | C: nt | D: 5% | E: 6.5% | F: -1% | G: nt | H: 4% | I: 7%
25) CSc1ncccc1C(=O)OCC(=O)c1ccc(Cl)s1
  A: 1.5 | B: -15% | C: nt | D: nt | E: -1.1% | F: nt | G: i | H: -9% | I: 4%
26) CC(=O)c1cccc(NC(=O)CC(C)n2ccnc2)c1 (stereo not drawn)
  A: -2.3 | B: 0% | C: 1% | D: ? | E: 2.0% | F: 3% | G: i | H: -6% | I: -11%
27) O=C(Cc1ccc(F)cc1)N1CCC(c2nc3c(nnn3Cc3ccc(F)cc3)c(=O)[nH]2)CC1
  A: nt | B: ? | C: nt | D: 3% | E: 0.2% | F: 17% | G: nt | H: -9% | I: -7%
28) COCCn1cnnc1SCC(=O)Nc1sccc1C(N)=O
  A: 1.7 | B: 6% | C: -1% | D: 19% | E: -0.1% | F: -1% | G: i | H: -12% | I: -1%
29) Cc1cc(C(=O)CSc2nnnn2-c2ccc(Cl)cc2)c(C)n1CC1CCCO1 (stereo not drawn)
  A: 0.0 | B: 9% | C: -1% | D: ? | E: -0.2% | F: ? | G: i | H: 10% | I: -6%
30) COc1ccc(/C=N/NC(=O)c2nnn(-c3nonc3N)c2C)cc1OC
  A: 2.0 | B: -1% | C: nt | D: nt | E: -0.2% | F: nt | G: i | H: -2% | I: 4%

The list goes on.
cpd	SMILES	CCT modulator	TGFb SMAD3 inh	MmCpn inh	Nrf2 block	Nrf2 ARE act	A549 viability	Akt phos inh	Abeta yeast res	HepG2 viability
31	O=C(COC(=O)c1c2ccccc2cc2ccccc12)NCC(F)(F)F	-6.9	?	0%	-20%	2.9%	2%	i	-26%	-30%
32	CN(Cc1nc(-c2ccc3c(c2)OCO3)no1)CC1(N2CCOCC2)CCCCC1	-0.8	12%	-1%	2%	-0.5%	-1%	i	-10%	-3%
33	CC(C)NC(=O)NC(=O)CN1C(=O)NC2(CCc3ccccc3C2)C1=O (stereo not drawn)	-0.5	0%	?	-5%	-0.5%	-8%	i	8%	2%
34	COc1ccccc1-n1c(C)cc(/C=C2\C(=N)N3N=C(CC(=O)N4CCOCC4)SC3=NC2=O)c1C	-0.1	10%	-3%	19%	-0.1%	1%	nt	-3%	-16%
35	Cc1ccc(C(=O)NNC(=O)c2cccs2)cc1	-0.5	-7%	-2%	110%	0.2%	0%	i	8%	-11%
36	COc1ccc(C)cc1NC(c1nnc(-c2ccccc2)o1)c1ccc(F)cc1Cl (stereo not drawn)	nt	?	nt	-12%	0.4%	-3%	nt	22%	-27%
37	COC(=O)c1ccc(Cn2cnc3c(sc4nc(N5CCOCC5)c5c(c43)CCCC5)c2=O)o1	-3.1	-13%	-14%	?	-0.8%	2%	i	0%	-30%
38	CC(C)CNC(=O)COC(=O)C1c2ccccc2Oc2ccccc21	-1.1	12%	?	2%	-0.2%	1%	i	8%	-42%
39	O=C(COc1ccc(-n2ccnc2)cc1)Nc1cccc(F)c1	1.3	-28%	3%	?	-0.3%	-1%	i	4%	-13%
40	O=[N+]([O-])c1ccc(SCc2ccncc2)nc1	-0.9	-3%	0%	2%	-0.3%	0%	i	9%	7%

Screening results from PubChem BioAssay.

An unsorted share of the library. About 4.3% of those tested had a hit in this group.
